Screening data: PubChem BioAssay, National Center for Advancing Translational Sciences (NCATS)
Nrf2 inh – Nrf2 qHTS screen for inhibitors | 360,000 tested, 2.1% active | Potency, µM (top dose mostly 46 µM), without a hit: at the highest dose activity change, negative = inhibition, usual class: inhibitors | A549 ARE-Fluc reporter, luciferase luminescence, 18-24 h; also: potency is read from the fitted curve at half-maximal effect; % is scaled to controls: 0 for no effect and ±100 for the full control effect; nearly all actives have a fitted effect of over 60% in size
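Quantitative HTS in A549 cells stably bearing an antioxidant response element-firefly luciferase construct. Inhibition of Nrf2-driven transcription was scored by luminescence after 18-24 h of compound exposure at 37 °C.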
Nrf2 activator – qHTS of Nrf2 Activators | AREc32 ARE-luciferase reporter (MCF7-derived line), luminescence, 24 h | Potency, µM (top dose mostly 46.1 µM), for inactives: at the top dose activation, actives largely listed as activators | 410,000 tested, 0.31% active | AID 624171, 2012; also: potency is read from the fitted curve at half-maximal effect; % of control where 0% means no effect; nearly all actives have a fitted effect of over 65% in size
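Each well held 1000 AREc32 cells, which were incubated with compound for 24 hr at 37 deg C after overnight attachment, and ARE reporter activity was quantified by firefly luciferase luminescence.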
HepG2 viability – qHTS for Inhibitors of TGF-b: Cytotox Counterscreen; HepG2 CAGA-GFP viability, ATP luminescence, 18 h; Potency, µM (doses to about 46.1 µM), inactives show top-dose activity change, negative = cytotoxicity, actives largely listed as cytotoxic; 410,000 tested, 0.76% active; AID 588856, 2011; also: potency is read from the fitted curve at half-maximal effect; some results filed as inactive show a strong effect at the top dose
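CellTiter-Glo luminescence gave cytotoxicity after 18 hours at 37 degrees C. The cells were HepG2 CAGA-GFP in 1% FBS DMEM, stimulated with 500 pg/mL TGF-beta after compound addition. %Activity was normalised to no-cell wells (complete cell-killing) and DMSO (no toxicity), and curves were fitted and classified.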
TGFb inhibitor – qHTS for Inhibitors of TGF-b; HepG2 CAGA-GFP TGF-b/SMAD3 reporter, GFP fluorescence, 18 h; TGF-beta stimulated, 500 pg/mL final; Potency, µM (highest dose often 46.1 µM), for inactives: top-dose activity, negative = inhibition, usual class: inhibitors; 410,000 tested, 1.2% active; AID 588855, 2011; also: potency is read from the fitted curve at half-maximal effect; % is scaled to controls: 0 for no effect and ±100 for the full control effect; nearly all actives have a fitted effect of over 65% in size
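Inhibition of TGF-beta-driven CAGA-GFP reporter expression in HEPG2 cells is measured by cellular GFP fluorescence after 18 h stimulation with 500 pg/mL recombinant TGF-beta in 1% FBS medium at 37 degrees C.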
ATXN2 expr inh – Primary qHTS for Inhibitors of ATXN expression. HEK-293 ATXN2-luciferase reporter, luminescence, 24 h. Potency, µM (top dose mostly 57 µM), inactives show at the top dose activity change, negative = inhibition, most hits filed as inhibitors. 360,000 tested, 0.72% active; also: potency is read from the fitted curve at half-maximal effect; % is scaled to controls: 0 for no effect and ±100 for the full control effect; nearly all actives have a fitted effect of over 55% in size
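qHTS (up to 57 uM final) was run with 24 h compound exposure of reporter cells at 37 °C. Each well was multiplexed: SteadyGlo luminescence measured ATXN2-luciferase expression after a fluorogenic Gly-Phe-AFC viability readout (25 uM final).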
S2 tox – Viability Counterscreen for Primary qHTS for Inhibitors of ATXN expression | S2 cells (HEK-293 line with an ATXN2-luciferase reporter) viability, CellTiter-Fluor protease fluorescence, 24 h | 400,000 tested, 0.49% active | Potency, µM (top dose mostly 56.7 µM), most hits filed as cytotoxic; also: potency is read from the fitted curve at half-maximal effect; nearly all actives have a fitted effect of over 40% in size
A549 tox – Nrf2 qHTS screen for inhibitors: counterscreen for cytotoxicity. A549 ARE-Fluc cells, CellTiter-Fluor viability, 18-24 h. Potency, µM (doses to about 46 µM), for the others: at the highest dose activity change, negative = cytotoxicity, actives largely listed as inhibitors. 390,000 tested, 0.16% active. AID 504648, 2011; also: potency is read from the fitted curve at half-maximal effect; % is scaled to controls: 0 for no effect and ±100 for the full control effect
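A549 ARE_Fluc cells in 5% FBS OPTI-MEM were exposed to compounds in concentration-response for 18-24 h at 37 deg C. Viability was read by CellTiter-Fluor fluorescence (Ex 405/Em 525) after 30 min, before the luciferase read.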
MCF10A rerep – A quantitative high throughput screen for small molecules that induce DNA re-replication in MCF 10a normal breast cells. AID 624296, 2012. MCF 10A DNA re-replication, Hoechst nuclear intensity, 48 h. 350,000 tested, 2.9% active. Potency, µM (top dose mostly 46.1 µM), for the others: top-dose activity, positive = re-replication, usual class: activators; also: potency is read from the fitted curve at half-maximal effect; % of control where 0% means no effect; nearly all actives have a fitted effect of over 50% in size
IL1B secr inh – qHTS for Inhibitors of Inflammasome Signaling: IL-1-beta AlphaLISA Primary Screen. 360,000 tested, 4.7% active. THP-1 LPS/ATP IL-1B secretion, AlphaLISA, 16 h; hits give low values. AID 743279, 2014. activity change, % at 57.5 µM; in the data active = activity change below about -50%; inconclusive = mostly about -30% to -49%; also: % is scaled to controls: 0 for no effect and ±100 for the full control effect
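THP-1 cells pretreated 1 hr with compounds (up to 57.5 uM final), then stimulated with LPS (250 ng/mL final) plus ATP (1.25 mM final); secreted IL-1B measured by AlphaLISA after 16 hr, decreased signal indicating inhibition.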
Numbers without * were called inactive; i = inactive; ? = inconclusive; . = no result given; & = joins results of further samples; [ ] = dose if it differs, or a comment. Unless noted, calls follow the shape of the dose curve; as a rule, active = well fitted curve in the direction sought with a large enough effect; inconclusive = small, poorly fitted or top-dose-only effect, or another doubt; inactive = no such curve, though single readings can be large; an effect the other way counts as inactive or inconclusive.

no.	Compound	Nrf2 inh	Nrf2 activator	HepG2 viability	TGFb inhibitor	ATXN2 expr inh	S2 tox	A549 tox	MCF10A rerep	IL1B secr inh
1	O=[N+]([O-])c1ccc(/C([O-])=C(/C(=S)NCc2ccco2)[n+]2ccccc2)cc1	11%	3.0%	1%	-8%	26%	i	3%	-9%	-2
2	O=C(Oc1ccc(/C=N/O)cc1)c1ccccc1Cl	-20%	1.5%	-49%	-2%	.	i	14%	11%	11
3	COc1ccc(OC)c(NC(=O)C(C)N2c3cccc4cccc(c34)S2(=O)=O)c1 (stereo not given)	8%	0.3%	-4%	0%	-5%	i	10%	1%	37
4	COCc1[nH]nc2c1C(c1ccc(F)cc1F)C(C#N)=C(N)O2 (stereo not given)	3%	4.7%	-26%	-8%	7%	i	-14%	1%	?
5	Cc1ccc(-n2c(-c3ccc(Br)cc3)c[n+]3c2CCc2ccc4cccnc4c2-3)cc1	2.9µM*	5.7%	8.9µM*	3.2µM*	5µM*	14µM*	-22%	?	-105*
6	CC(=O)N1c2ccc(S(=O)(=O)N3CCCC3)cc2CC1C(=O)NCc1ccccc1F (stereo not given)	9%	-0.6%	15%	-8%	-4%	i	2%	-2%	0
7	Cc1ccc(NC2=CC(=O)CC(c3ccco3)C2)c(N)c1 (stereo not given)	14%	3.7%	-37%	15%	19%	i	5%	10µM*	-4
8	N#CCCNC(=O)CCN1CCOCC1	.	-0.9%	9%	-32%	1%	i	-3%	-1%	33
9	CCc1nnc(NC(=O)CCC(=O)N2CCN(CCc3ccccc3)CC2)s1	-1%	2.0%	0%	6%	-2%	i	-2%	2%	23
10	O=C(CSc1nc(-c2ccco2)cc(C(F)(F)F)n1)NCCN1CCOCC1	-8%	-1.0%	2%	1%	4%	i	1%	-2%	8
11	Cc1cc(=O)[nH]c2nnc(-c3ccc(Cl)cc3)n12	?	4.7%	3%	?	9%	i	-9%	-5%	2
12	Cc1ccc(-c2nnc(C)c(N3CCCC3)n2)cc1	6%	-0.9%	-3%	2%	-19%	?	3%	-2%	0
13	Cc1ccc(-c2csc(-c3ccncc3)n2)cc1	?	9.7%	-21%	-10%	55%[activator]	i	-1%	3%	31
14	CCCCCNS(=O)(=O)c1ccc(N2CCCCS2(=O)=O)cc1	.	-1.2%	-13%	-17%	-15%	i	-10%	.	.
15	O=C(C[C@H]1C/C=C\CC[C@H](Cc2ccc(F)cc2)C(=O)O[C@@H](c2ccccc2)CNC1=O)N[C@H](CO)Cc1ccccc1	-2%	3.3%	-66%	?	0%	?	-18%	?	-15
16	COC(=O)c1cccc(COC(=O)c2cc3ccccc3oc2=O)c1	15%	6.2%	5%	18%	44%[activator]	i	-2%	6%	0
17	CCOC(=O)C(NC(=O)CC)(Nc1ccccc1OC)C(F)(F)F (stereo not given)	.	-0.5%	13%	8%	2%	i	-2%	2%	6
18	Cc1cc(=O)n(C)c(=O)n1CCCCOc1cccc([N+](=O)[O-])c1	-32%	2.7%	-13%	-13%	0%	i	2%	-3%	3
19	O=c1[nH]c(=O)n(Cc2ccccc2)c2nc(-c3ccco3)cc(C(F)(F)F)c12	?	-0.2%	-3%	-14%	11%	i	-2%	?	12
20	COc1cc(OC)cc(C(=O)NC(=S)Nc2cc3oc4ccccc4c3cc2OC)c1	11%	1.0%	-5%	-2%	13%	i	2%	?	9

21	Cc1ccc(C2=NN(C(=O)CSc3nc4ncc(Cl)cc4[nH]3)C(c3ccco3)C2)cc1 (stereo not given)
22	Cc1ccc(N2CC(NC(=O)CCCc3ccccc3)CC2=O)cc1 (stereo not given)
23	CCCCn1cnc2c([nH]c3ccccc32)c1=O
24	Cc1ccccc1OC(=O)c1cccc(S(=O)(=O)N2CCN(C)CC2)c1
25	Cc1oc2c(c(C)cc3oc(=O)c(CC(=O)NCCc4ccc(Cl)cc4)c(C)c32)c1C
26	COC(=O)C(NS(=O)(=O)c1ccccc1Br)C(C)C (stereo not given)

assay / entry	21	22	23	24	25	26
Nrf2 inh	0%	.	-6%	-26%	-8%	15%&24%
Nrf2 activator	0.6%	-0.3%	3.8%	3.1%	0.6%	0.1%
HepG2 viability	8%	-14%	-4%	-13%	7%	5%&-6%
TGFb inhibitor	5%	-12%	1%	-10%	0%	0%&-7%
ATXN2 expr inh	.	.	17%	.	.	2%
S2 tox	i	.	i	i	.	i
A549 tox	4%	7%	?	?	0%	-1%&8%
MCF10A rerep	5%	.	-8%	0%	.	?
IL1B secr inh	0	.	-11	11	.	7

Part of the list above, with each value named.
15. O=C(C[C@H]1C/C=C\CC[C@H](Cc2ccc(F)cc2)C(=O)O[C@@H](c2ccccc2)CNC1=O)N[C@H](CO)Cc1ccccc1
  Nrf2 inh: -2%
  Nrf2 activator: 3.3%
  HepG2 viability: -66%
  TGFb inhibitor: ?
  ATXN2 expr inh: 0%
  S2 tox: ?
  A549 tox: -18%
  MCF10A rerep: ?
  IL1B secr inh: -15
22. Cc1ccc(N2CC(NC(=O)CCCc3ccccc3)CC2=O)cc1 (stereo not given)
  Nrf2 inh: .
  Nrf2 activator: -0.3%
  HepG2 viability: -14%
  TGFb inhibitor: -12%
  ATXN2 expr inh: .
  S2 tox: .
  A549 tox: 7%
  MCF10A rerep: .
  IL1B secr inh: .
7. Cc1ccc(NC2=CC(=O)CC(c3ccco3)C2)c(N)c1 (stereo not given)
  Nrf2 inh: 14%
  Nrf2 activator: 3.7%
  HepG2 viability: -37%
  TGFb inhibitor: 15%
  ATXN2 expr inh: 19%
  S2 tox: i
  A549 tox: 5%
  MCF10A rerep: 10µM*
  IL1B secr inh: -4
11. Cc1cc(=O)[nH]c2nnc(-c3ccc(Cl)cc3)n12
  Nrf2 inh: ?
  Nrf2 activator: 4.7%
  HepG2 viability: 3%
  TGFb inhibitor: ?
  ATXN2 expr inh: 9%
  S2 tox: i
  A549 tox: -9%
  MCF10A rerep: -5%
  IL1B secr inh: 2

New compounds follow:
27	COc1ccc(NC(=O)c2cc(C3CCCCN3C(=O)c3ccc(C#N)cc3)on2)c(C)c1 (stereo not given)
28	COc1ccccc1C(=O)N/C(=C/c1ccco1)C(=O)Nc1ccc(C(=O)O)cc1
29	CCOC(=O)[C@@H]1[C@H]2COc3ccccc3[C@@H]2N2C(=O)N(c3ccc(F)cc3)C(=O)[C@@]12C
30	CCOC(=O)c1c(C)oc(/N=C/c2ccccc2O)c1C#N
31	CCC(C)[C@H](NC(=O)[C@H](Cc1ccccc1)n1c(=O)[nH]c2ccccc2c1=O)C(=O)N1CCC(C(=O)O)CC1 (stereo not given in full)
32	COc1cccc(NC(=O)CCc2c(C)nc3nc(CNC(=O)c4cccc(F)c4)nn3c2C)c1

assay / entry	27	28	29	30	31	32
Nrf2 inh	.	0%	11%	-1%	5%	14%&4%
Nrf2 activator	-0.2%	-0.4%	0.5%	3.9%	0.0%	-0.2%&0.5%
HepG2 viability	-18%	12%	0%	6%	-6%	-8%&2%
TGFb inhibitor	0%	8%	-1%	14%	-7%	0%&-14%
ATXN2 expr inh	4%	-13%	-4%	-5%	8%	-10%&-14%
S2 tox	i	i	i	i	i	i
A549 tox	.	-1%	-1%	-1%	2%	-3%&-2%
MCF10A rerep	.	0%	-22%	8%	-7%	-1%
IL1B secr inh	2	16	-4	0	25	9

33	Cn1c(-c2ccc3c(c2)OCO3)c(C(=O)O)c(=O)c2ccccc21
34	O=S(=O)(NCCc1ccncc1)c1ccc(Br)cc1
35	COc1cc(OC)c(NC(=O)CN(C)S(=O)(=O)c2ccc3c(c2)CCCC(=O)N3)cc1Cl
36	COc1cccc(COC(=O)c2nn(-c3ccccc3)nc2N)c1
37	Cc1nc(-c2cccc(S(=O)(=O)N3CC(C)CC(C)C3)c2)cs1 (stereo not given)
38	COC(=O)CCC(=O)Nc1c(C)n(C)n(-c2ccccc2)c1=O

assay / entry	33	34	35	36	37	38
Nrf2 inh	1%	3%	-15%	9%&20%	-17%	22%
Nrf2 activator	-0.2%	-0.2%	2.7%	2.0%&5.8%	-0.8%	0.1%
HepG2 viability	14%	-23%	0%	-2%&-3%	1%	-10%
TGFb inhibitor	7%	?	-3%	-8%&4%	?	2%
ATXN2 expr inh	1%	-5%	-2%	-17%&59%	-9%	-3%
S2 tox	i	i	i	i	i	i
A549 tox	-1%	-1%	3%	12%&-4%	0%	12%
MCF10A rerep	-10%	-1%	.	0%	18%	0%
IL1B secr inh	14	-18	.	7	9	-3

39	COc1cccc(C2c3c(oc4cc(C)cc(C)c4c3=O)C(=O)N2CCc2ccc(OC)c(OC)c2)c1 (stereo not given)
40	NS(=O)(=O)c1cccc2cccnc12
41	Cc1ccc(-c2nnn(CC(=O)N(Cc3ccc(F)cc3)C(C(=O)NC3CCCC3)c3ccncc3)n2)o1 (stereo not given)
42	CC1CN(C(=O)CCC(=O)NCc2cccc(Cl)c2)c2ccccc2S1 (stereo not given)
43	Cc1cc(C)c(C)c(S(=O)(=O)NCCCN2CCOCC2)c1C
44	Cc1ccc(C(=O)Nc2ccccc2C(=O)N2CCN(c3ccccc3)CC2)cc1

assay / entry	39	40	41	42	43	44
Nrf2 inh	25%	-2%	?	0%	14%	-16%
Nrf2 activator	0.6%	-1.3%	-0.5%	4.7%	1.5%	0.1%
HepG2 viability	10%	1%	-24%	-25%	-10%	-2%
TGFb inhibitor	4%	1%	-20%	.	-6%	-13%
ATXN2 expr inh	16%	0%	-11%	.	0%	-4%
S2 tox	i	i	i	.	i	i
A549 tox	-2%	-1%	1%	1%	1%	0%
MCF10A rerep	.	-2%	?	.	?	6%
IL1B secr inh	.	2	-4	.	7	18
